# MLLE-PAM2 inh – blocks PAM2 peptide binding to the PABP1 MLLE domain; P11940; GST-MLLE / FITC-PAM2 fluorescence polarization; inhibition, % at 20 µM; 360,000 tested, 0.36% active; in the data active means inhibition above about 35%, passing the limit was not always enough;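 further: plate controls were DMSO wells with GST-MLLE for no effect and wells lacking GST-MLLE protein for full effect; some results filed as inactive read as strong as hits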
# MsrA inhibitor – inhibitors of bovine MsrA; purified bovine MsrA, absorbance read-out; inhibition, % at 15.5 µM; 360,000 tested, 0.75% active; AID 651718; in the data active means inhibition above about 4.5%;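 further: 0% = vehicle wells with enzyme and 100% = reference inhibitor wells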
# Neddylation inh – cullin neddylation inhibition | TR-FRET cullin neddylation, biochemical | 360,000 tested, 0.58% active | calls only at 25 µM | P61081+Q13564 | AID 651699; in the data active means inhibition above about 36%
# FAS-TE inh – FAS thioesterase (human) inhibition; AID 602261; inhibition, % at 15 µM; recombinant FAS-TE, OMFH fluorogenic substrate, fluorescence endpoint; P49327; 360,000 tested, 0.67% active;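 active means compounds whose normalised, plate-corrected inhibition of enzyme fluorescence in the single-dose primary screen is 50% or more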;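 further: 0% = DMSO with enzyme and 100% = substrate without enzyme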
# MsrA act – bovine methionine sulfoxide reductase A activation; purified bovine MsrA, absorbance read-out; activation, % at 10.6 µM; 360,000 tested, 0.3% active; AID 602163; in the data active means activation above about 7.5%;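 further: 0% = vehicle and 100% = reference activator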
# CSN inh – blocks human CSN-mediated cullin deneddylation. Q92905. Purified CSN, SCF-Nedd8-OG deneddylation, fluorescence polarization. inhibition, % at 12.5 µM. 360,000 tested, 0.38% active. AID 651999;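 active means pattern-corrected inhibition above about 35%, with an unprinted fluorescence ratio check between 0.5 and 1.5, limit read from the data, passing the limit was not always enough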;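 further: 0% = enzyme with substrate and 100% = substrate without enzyme; some results filed as inactive read as strong as hits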
#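 Assay system: purified human Csn5 enzyme expressed in HEK293T cells; Input: 0.24 nM Csn5 enzyme, final concentration; Reagent: 10 nM SCFSkp2-Nedd8OG; Compound dosing: 12.5 µM single point; Times: reaction 90 min, room temperature; Technique: fluorescence polarization readout.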
# eLon inh – inhibits E. coli Lon protease. 360,000 tested, 0.42% active. inhibition, % at 7.94 µM. purified E. coli Lon protease, fluorescence polarization. AID 602123. P0A9M0; in the data active means inhibition above about 13%, passing the limit was not always enough;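 further: 0% = enzyme with probe and DMSO and 100% = no enzyme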
# Tb MetRS inh – Trypanosoma brucei MetRS inhibition; purified T. brucei MetRS, ATP depletion, Kinase-Glo luminescence; inhibition, % at 11.9 µM; 360,000 tested, 0.4% active; AID 624268;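 active means inhibition above a per-plate cutoff of the control wells' mean inhibition plus 3 SD, cut at about 5.5% in these data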;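 further: 0% = DMSO wells median and 100% = median of wells with control inhibitor compound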
#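 Test system: purified T. brucei MetRS enzyme. Also added: ATP, methionine and E. coli bulk tRNA substrates. Compound: 11.9 µM single point. Schedule: 15 min enzyme-compound preincubation, 2 h reaction, 10 min detection, 25 °C. Signal: luciferase luminescence of residual ATP, Kinase-Glo. Evaluation: percent inhibition versus plate control medians. Controls: DMSO wells, low control.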
# Rin1 Abl inh – blocks binding of human Rin1 to Abl | P00519+Q13671 | TR-FRET Rin1/Abl binding, biochemical | inhibition, % at 7.35 µM | 360,000 tested, 0.4% active | AID 588664; in the data active means inhibition above about 5%, passing the limit was not always enough
# Numbers without * were called inactive; i = inactive; / = no result given.
1) CN(CC1CCCN(CCc2cccc(C(F)(F)F)c2)C1)C(=O)c1ccco1 (centres undefined)
2) O=C(Cc1ccccc1[N+](=O)[O-])NCc1ccco1
3) Cn1c(-c2ccc(F)cc2)cc2onc(-c3ccccc3Cl)c2c1=O
4) COC(=O)Nc1nnc(Cc2ccccc2)s1
5) CC(=O)N1c2ccc(S(=O)(=O)N3CCC(C(=O)N4CCCCC4)CC3)cc2CC1C (centres undefined)
6) Cc1c(C)n(C)c2ccc(C(=O)NCCN3CCOCC3)cc12
screen / no.	1	2	3	4	5	6
MLLE-PAM2 inh	1	3	-5	-4	-3	-13
MsrA inhibitor	-0.4	0.5	-1.0	-1.1	-0.1	1.1
Neddylation inh	i	i	i	i	i	/
FAS-TE inh	-4	-5	-3	-2	-6	-5
MsrA act	-6	-6	0	-5	-3	-6
CSN inh	-1	-4	3	4	0	4
eLon inh	1	-3	-1	-20	0	9
Tb MetRS inh	-0.2	-0.3	-0.2	-0.4	0.1	0.2
Rin1 Abl inh	2	3	0	0	-1	2

7) Cc1ccc(C2=NC3(CCCC3)NC2=S)cc1
8) NS(=O)(=O)c1ccc(CNC(=O)c2cc(S(=O)(=O)N3CCOCC3)c(Cl)cc2Cl)cc1
9) CCn1ncc(-c2ccnc3cc(C(=O)O)nn23)c1C
10) Cc1cccc(OCCNC(=S)NC(=O)c2cncc(Br)c2)c1
11) O=C(CCS(=O)(=O)Cc1ccccc1)N1CCN(Cc2ccccc2)CC1
12) CCOc1ccc(NC(=O)CN(C)C(=O)c2cc(-c3ccco3)nc3ccccc23)cc1OCC
screen / no.	7	8	9	10	11	12
MLLE-PAM2 inh	11	2	7	36	-3	4
MsrA inhibitor	1.3	0.8	1.0	-0.4	-1.0	2.8
Neddylation inh	i	i	/	i	i	/
FAS-TE inh	-3	-4	-7	15	-8	3
MsrA act	-3	-2	-6	-4	-1	-2
CSN inh	7	-15	2	0	6	-2
eLon inh	2	2	-5	-4	10	3
Tb MetRS inh	-0.3	-0.5	0.8	-0.4	-0.7	-0.1
Rin1 Abl inh	-3	-3	2	3	0	0

13) CCN(CC(=O)Nc1c(F)cccc1F)C(=O)Cc1c[nH]c2ccccc12
14) CCOCCCN(C)C1CCN(C(=O)c2oc3ccccc3c2NC(=O)Cc2ccc([N+](=O)[O-])cc2)CC1
15) Cn1nc(C(=O)Nc2ccc3c(c2)OCO3)c2ccccc2c1=O
16) COc1c(C)cc(Br)cc1C(=O)Nc1cccc(-c2nc3ncccc3o2)c1
17) CC(C)c1ccc(S(=O)(=O)N2CCN(C(=O)CCc3nc4ccccc4c(=O)[nH]3)CC2)cc1
18) O=C(c1sc(N2CCOCC2)nc1-c1ccccc1)N1CCCCC1
screen / no.	13	14	15	16	17	18
MLLE-PAM2 inh	-4	-1	5	-31	-14	3
MsrA inhibitor	-0.9	-0.3	0.4	-1.1	-0.2	0.9
Neddylation inh	i	i	i	i	i	i
FAS-TE inh	-6	24	-6	16	12	-12
MsrA act	-3	-3	-8	-10	-4	-1
CSN inh	-3	0	3	5	3	1
eLon inh	-4	-8	-2	-10	-10	-3
Tb MetRS inh	-0.3	-0.5	-0.8	-1.4	-0.2	-0.2
Rin1 Abl inh	1	1	-5	-4	-3	-1

# Arranged by value in Rin1 Abl inh (highest first): some entries from above
item | Molecule | Rin1 Abl inh
13 | CCN(CC(=O)Nc1c(F)cccc1F)C(=O)Cc1c[nH]c2ccccc12 | 1
18 | O=C(c1sc(N2CCOCC2)nc1-c1ccccc1)N1CCCCC1 | -1
17 | CC(C)c1ccc(S(=O)(=O)N2CCN(C(=O)CCc3nc4ccccc4c(=O)[nH]3)CC2)cc1 | -3
16 | COc1c(C)cc(Br)cc1C(=O)Nc1cccc(-c2nc3ncccc3o2)c1 | -4

# Back to the main list, starting 3 compounds before the break.
16) COc1c(C)cc(Br)cc1C(=O)Nc1cccc(-c2nc3ncccc3o2)c1
17) CC(C)c1ccc(S(=O)(=O)N2CCN(C(=O)CCc3nc4ccccc4c(=O)[nH]3)CC2)cc1
18) O=C(c1sc(N2CCOCC2)nc1-c1ccccc1)N1CCCCC1
19) CC1(C)CC(N(Cc2ccco2)C(=O)Cc2ccccc2)CCO1 (centres undefined)
20) CCn1nnnc1SCC(=O)Nc1cc(OC)cc(OC)c1
21) CCOc1cc2[nH]c(=S)n(Cc3ccc(C(=O)NCCN(CC)CC)cc3)c(=O)c2cc1OCC
22) COc1ccc(NC(=O)CN(C)CC(=O)Nc2cccc(C(F)(F)F)c2)cc1
23) COCCCn1c(=O)c2ccccc2n(CC(=O)N2CCCc3ccccc32)c1=O
24) CC1CC(C)CN(S(=O)(=O)c2ccc3c(c2)CC(C)N3C(=O)C2CC2)C1 (centres undefined)
screen / no.	16	17	18	19	20	21	22	23	24
MLLE-PAM2 inh	-31	-14	3	1	2	-96	-4	-4	-1
MsrA inhibitor	-1.1	-0.2	0.9	-1.2	-0.1	-0.8	-1.2	1.7	-0.2
Neddylation inh	i	i	i	i	i	i	i	i	i
FAS-TE inh	16	12	-12	-5	-13	4	2	-2	19
MsrA act	-10	-4	-1	1	-6	0	-1	-2	-3
CSN inh	5	3	1	4	-3	6	-3	-6	0
eLon inh	-10	-10	-3	0	-17	-3	-1	-12	2
Tb MetRS inh	-1.4	-0.2	-0.2	-0.9	-0.9	-0.9	0.2	0.0	0.4
Rin1 Abl inh	-4	-3	-1	3	0	3	-1	5	5

25) CCCC(C(=O)OCC)P(=O)(c1ccccc1)c1ccccc1 (centres undefined)
26) COc1ccc(-n2nnnc2SCC(=O)NCc2ccco2)cc1OC
27) CN(CCOc1ccccc1)C(=O)c1cc(S(=O)(=O)N2CCOCC2)c(Cl)cc1Cl
28) O=C(COC(=O)c1ccc(O)cc1O)Nc1cccc2ccccc12
29) Cc1ccccc1-n1c(SCC(=O)NC2CCS(=O)(=O)C2)nc2ccccc2c1=O (centres undefined)
30) O=C(OCc1ccc(Br)cc1)c1cccc(-c2nnc(-c3ccccc3)o2)c1
screen / no.	25	26	27	28	29	30
MLLE-PAM2 inh	-15	-10	-8	9	-11	9
MsrA inhibitor	-0.9	0.6	-0.4	1.0	-1.7	1.3
Neddylation inh	i	i	i	i	i	i
FAS-TE inh	-5	-9	4	-3	-10	32
MsrA act	-2	-6	1	-2	-3	-3
CSN inh	-1	5	1	-4	3	-10
eLon inh	-10	-8	0	-7	-5	3
Tb MetRS inh	0.0	-0.9	-0.2	-0.3	-0.3	-0.8
Rin1 Abl inh	1	5	2	-2	1	1

# Another view of 2 compounds above:
no.	Structure	MLLE-PAM2 inh	MsrA inhibitor	Neddylation inh	FAS-TE inh	MsrA act	CSN inh	eLon inh	Tb MetRS inh	Rin1 Abl inh
25	CCCC(C(=O)OCC)P(=O)(c1ccccc1)c1ccccc1 (centres undefined)	-15	-0.9	i	-5	-2	-1	-10	0.0	1
26	COc1ccc(-n2nnnc2SCC(=O)NCc2ccco2)cc1OC	-10	0.6	i	-9	-6	5	-8	-0.9	5

# More results follow.
31) CC(C)(C)NC(=O)C1CC1(c1ccccc1)c1ccccc1 (centres undefined)
32) Cc1[nH]c2ccccc2c1/C=C/c1nc2ccccc2c(=O)[nH]1
33) CCNc1ccc(C(=O)OCC)cc1NC(=O)c1cc(S(=O)(=O)N2CCOCC2)ccc1C
34) N#C/C(=C\c1ccc(-c2ccccc2[N+](=O)[O-])o1)C(=O)Nc1nc(-c2cccs2)cs1
35) Nc1nc(N2CCN(c3ccccc3)CC2)n[nH]1
36) O=C(Cn1ncc2c([nH]c3ccccc32)c1=O)NCCc1ccc(Cl)cc1
screen / no.	31	32	33	34	35	36
MLLE-PAM2 inh	-1	-8	7	22	-15	6
MsrA inhibitor	-0.8	0.9	0.8	0.9	0.2	-0.6
Neddylation inh	i	i	i	i	i	i
FAS-TE inh	-7	2	4	21	-3	-1
MsrA act	-2	-5	-12	-8	-8	2
CSN inh	1	-1	2	-11	-2	-3
eLon inh	9	-29	-4	-12	0	-7
Tb MetRS inh	-1.0	-0.5	-0.7	-0.1	-1.1	0.6
Rin1 Abl inh	1	-6	-1	0	3	0

37) CCCCSC1=C(C#N)C(c2ccccc2C)CC(=O)N1 (centres undefined)
38) COc1cccc(NC(=S)NCCC(c2ccccc2)c2ccccc2)c1
39) CCN(CC)CCN(C(=O)c1ccc2ccccc2c1)c1nc2ccc(F)cc2s1
40) O=C(c1sc2cccc(F)c2c1Cl)N1CCN(c2ncccn2)CC1
41) CCN(CC)C1=CC(=O)OC12CCCCC2
42) CCCOc1ccccc1NC(=O)CC1Nc2ccccc2NC1=O (centres undefined)
screen / no.	37	38	39	40	41	42
MLLE-PAM2 inh	-12	-48	3	-10	2	-6
MsrA inhibitor	-0.5	0.3	1.4	-0.7	-0.5	1.5
Neddylation inh	i	i	i	i	i	i
FAS-TE inh	-8	21	18	-3	-6	1
MsrA act	1	-1	-7	-2	-2	-2
CSN inh	1	0	-2	3	2	2
eLon inh	16	5	15	-3	3	-6
Tb MetRS inh	0.3	-0.5	-0.8	-0.1	-0.4	-0.1
Rin1 Abl inh	1	-1	6	0	-1	1

43) Cc1cc(N2CCN(C)CC2)nc2ccc(NC(=O)c3ccc4c(c3)OCO4)cc12
44) CC1(C)SC(=Nc2ccccc2)N(S(=O)(=O)c2ccccc2)C1=O
45) C[N+]1(CC(=O)OCCCc2ccccc2)CCCCC1
46) CCc1nnc(NS(=O)(=O)c2ccc(N=Cc3c(C)[nH]n(-c4cccc(Cl)c4)c3=O)cc2)s1
47) CC(C)C[C@H]1CN([C@@H](Cc2ccccc2)CN2CCC[C@H]2CN2C(=O)C(=O)NC[C@@H]2Cc2ccc(O)cc2)C(=O)C(=O)N1CCc1ccccc1
48) CCCCNC(=O)c1onc(CSc2ccccc2F)c1C(=O)O
screen / no.	43	44	45	46	47	48
MLLE-PAM2 inh	4	7	-127	8	/	3
MsrA inhibitor	0.7	-0.7	-0.8	2.2	0.6	-1.3
Neddylation inh	i	i	i	i	i	i
FAS-TE inh	2	-9	-7	10	-2	-16
MsrA act	0	-5	-4	1	-10	-2
CSN inh	0	4	0	1	-4	-3
eLon inh	4	-4	-1	1	15	-13
Tb MetRS inh	-1.0	-0.8	-0.5	0.2	-1.4	-0.4
Rin1 Abl inh	-4	0	6	3	/	3

49) CCN(CC)CC(=O)Nc1ccc(-c2ccc(NC(=O)CN(CC)CC)c(OC)c2)cc1OC
50) C=CCn1c(SCC(=O)NCC2CCCO2)nnc1-c1ccccc1 (centres undefined)
51) O=C(COC(=O)c1cc([N+](=O)[O-])ccc1N1CCOCC1)c1ccc(Br)cc1
52) COC(=O)C[C@@H]1CC[C@@H](NC(=O)C2CCC2)[C@@H](CO)O1
53) Cc1ccc(Nc2nc(-c3sc(C)nc3C)cs2)cc1
54) CC(OC(=O)Nc1cccc(Cl)c1)C(=O)OC1CCCCC1 (centres undefined)
screen / no.	49	50	51	52	53	54
MLLE-PAM2 inh	6	-2	-18	/	1	-16
MsrA inhibitor	1.4	-0.9	1.1	0.3	0.1	-0.8
Neddylation inh	i	i	i	i	i	i
FAS-TE inh	16	-9	63*	/	17	19
MsrA act	0	-4	-9	/	-3	1
CSN inh	3	2	4	-2	-2	1
eLon inh	8	-2	-5	/	-9	-8
Tb MetRS inh	0.1	-0.9	-0.7	-1.1	-1.0	-0.1
Rin1 Abl inh	-3	-3	-3	/	2	4

# Screens as filed in PubChem BioAssay.
